UTI89 phage lysis: inhibition of K1F phage lysis, E. coli UTI89, bacterial capsule biogenesis inhibitors, alamar blue (AID 488966) | E. coli UTI89 K1F phage lysis, alamar blue, 2 h; higher % means a stronger effect | one-dose inhibition, % at 100 µM; IC50 in µM for titrated hits | actives 0.02% (n = 340,000);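 active = phage lysis inhibition, versus mean bacterial control, above a set limit; inconclusive = no clear call, values can overlap the other calls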;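 also: capsule biogenesis inhibitors block K1F phage lysis so surviving cells raise fluorescence; higher fluorescence means more inhibition of phage lysis; actives were called in the ten point dose series up to 300 µM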
AID2073: inhibitors of Mint1-CaV2.2 protein interaction, biochemical, HTRF (AID 2073); HTRF protein-protein interaction, Mint1-CaV2.2; higher % means a stronger effect; actives 0.19% (n = 290,000); inhibition, % at 20 µM, or IC50 in µM where a hit was titrated; in the data active = inhibition mostly above about 51%, no sharp cut-off; inconclusive = no clear call, values can overlap the other calls; inactive = mostly below about 53%; also: some results filed as inactive read as strong as hits
RSV antiviral HEp-2: inhibition of RSV-induced cytopathic effect – HEp-2 cells, primary 10 µM value included (AID 2391). HEp-2 cells, RSV-induced CPE inhibition; higher % means a stronger effect. CPE inhibition, % at 10 µM; hits with a dose series show IC50 in µM. actives 0.13% (n = 310,000); in the data active = a potency from the dose series; inconclusive = CPE inhibition mostly from about 23% at the one dose, without a potency; inactive = the rest, 99 in 100 with CPE inhibition below about 21%; also: strong numbers were not always called active
West Nile virus CPE: inhibition of WNV-induced cytopathic effect – cell-based, CPE readout (AID 1621) | West Nile virus-infected cells, CPE inhibition; higher % means a stronger effect | actives 0.02% (n = 290,000) | CPE inhibition, % at 10 µM, or IC50 in µM where a hit was titrated; in the data active = a potency from the dose series; inconclusive = CPE inhibition mostly from about 3.7% at the one dose, without a potency; inactive = the rest, 99 in 100 with CPE inhibition below about 2.2%; also: strong numbers were not always called active
Dengue-2 NS5 capping: Dengue-2 NS5 methyltransferase inhibitors, primary screen, biochemical, confirmation dose response (AID 588689). inhibition, % at 25 µM, or IC50 in µM where a hit was titrated. Dengue-2 NS5 methyltransferase capping enzyme assay, biochemical; higher % means a stronger effect. actives 0.3% (n = 340,000); in the data active = a potency from the dose series; inconclusive = inhibition above about 29% without an active follow-up result
MgcRacGAP inhibition: MgcRacGAP GTPase-activating activity inhibitors, confirmation, biochemical, ADP Hunter fluorescence; MgcRacGAP-stimulated Rac1 GTP hydrolysis, ADP Hunter fluorescence; higher % means a stronger effect; GST-tagged Rac1 F28L mutant substrate; one-dose inhibition, % at 30 µM; IC50 in µM for titrated hits; actives 0.6% (n = 340,000);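 active = first-screen hits whose inhibition reached a set limit at any dose in the follow-up dose series; inconclusive = inhibition above the set first-screen limit but never retested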;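 also: fluorescence reports GDP produced by GAP-driven GTP hydrolysis; strong numbers were not always called active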
SIAH1 antagonists: Siah-1 peptide-binding antagonists, primary screen, biochemical, fluorescence polarization, rhodamine-plectin, uHTS (AID 1817). Siah-1 / rhodamine-plectin peptide fluorescence polarization; higher % means a stronger effect. displacement, % at 20 µM; hits with a dose series show IC50 in µM. actives 0.02% (n = 290,000);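 active = displacement of at least 50% at 20 µM, with a fluorescence ratio check between 0.3 and a set limit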;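 also: plate controls were Siah plus tracer with DMSO for no effect and tracer alone without Siah for full effect; strong numbers were not always called active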
Large T inhibition: SV40 large T antigen inhibitors, biochemical (AID 1903). SV40 large T antigen ATPase/helicase inhibition assay; higher % means a stronger effect. inhibition, % at 20 µM, or IC50 in µM where a hit was titrated. actives 0.39% (n = 310,000); in the data active = a potency from the dose series; inconclusive = inhibition mostly from about 32% at the one dose, without a potency; inactive = the rest, 99 in 100 with inhibition below about 32%; also: strong numbers were not always called active
NTR1 agonist: NTR1-driven beta-arrestin-GFP spot formation – imaging, U2OS cells, high content, primary screen (AID 493036); activation, % at 20 µM; actives 0.17% (n = 330,000); agonist mode; P30989;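 active = activation at or above 40% of the spot to cytoplasm intensity ratio, with at least 20 cells analyzed; inconclusive = wells under 20 cells, flagged as cytotoxic or low count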;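 also: 0% = DMSO without peptide and 100% = 100 nM NTR1 peptide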
Target sequence (P30989 whole entry, looked up): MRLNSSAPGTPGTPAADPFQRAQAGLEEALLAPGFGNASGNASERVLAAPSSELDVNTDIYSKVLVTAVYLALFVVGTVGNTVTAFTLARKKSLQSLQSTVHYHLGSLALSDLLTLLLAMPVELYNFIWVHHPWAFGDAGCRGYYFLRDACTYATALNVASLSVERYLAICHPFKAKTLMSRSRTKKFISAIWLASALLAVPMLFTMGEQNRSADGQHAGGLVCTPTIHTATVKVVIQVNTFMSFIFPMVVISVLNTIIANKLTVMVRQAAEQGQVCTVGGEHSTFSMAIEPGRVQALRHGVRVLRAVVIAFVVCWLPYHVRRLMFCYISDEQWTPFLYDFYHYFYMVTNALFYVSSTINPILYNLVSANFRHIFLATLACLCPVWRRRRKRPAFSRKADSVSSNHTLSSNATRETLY
NTR1 agonist cell count 20 µM: second read-out of NTR1 agonist, no call of its own (marks repeat the call); cell count; measured here: cell count, cytotoxicity flag
Numbers without * were called inactive; ? = inconclusive; · = no result given; [ ] = remark or other dose.

SMILES | UTI89 phage lysis | AID2073 | RSV antiviral HEp-2 | West Nile virus CPE | Dengue-2 NS5 capping | MgcRacGAP inhibition | SIAH1 antagonists | Large T inhibition | NTR1 agonist | NTR1 agonist cell count 20 µM
CCOC(=O)c1cccnc1SC(CC)C(=O)N1CCOCC1 (stereo unspecified) | -1.4% | -5% | 2.2% | -0.8% | -12% | 8% | 0% | 13% | -0.4 | 56
COC(=O)[C@@]12CCCCN1[C@H](c1ccc(-c3ccc(F)cc3)cc1)[C@H]1C(=O)N(C)C(=O)[C@H]12 | 1.4% | · | · | · | 9% | 9% | · | · | 6.2 | 59
CC(NC(=O)CN1CCC(C(N)=O)CC1)c1ccccc1 (stereo unspecified) | -0.1% | 17% | 0.3% | 0.2% | -2% | -1% | -3% | 7% | -0.3 | 70
Cc1ccc(-n2nnc3c(=O)n(CC(N)=O)cnc32)cc1 | 0.1% | 8% | 1.6% | 0.5% | -2% | 9% | 1% | 7% | -0.1 | 93
Cc1cccc(N2CC(C(=O)Nc3ccc(S(=O)(=O)N4CCCCC4)cc3)CC2=O)c1C (stereo unspecified) | -0.2% | 6% | 14% | -0.7% | -11% | 7% | -2% | 28% | -0.3 | 54
O=C(Nc1cccc(F)c1)N1CCC(n2c(=O)[nH]c3ccccc32)CC1 | 1.2%[50 µM] | -12% | 3.3% | -0.3% | 6% | -10% | 6% | 2% | 1.5 | 58
COc1cc(/C=N/NS(=O)(=O)c2ccccc2)c(OC)c(OC)c1 | -0.3% | -3% | -0.2% | -0.1% | -5% | · | -2% | 9% | 0.0 | 57
CCN(c1ccccc1)S(=O)(=O)c1ccc(Cl)c(NC(=O)COC(=O)c2ccc[n+]([O-])c2)c1 | 0.1% | 17% | 2.1% | -1.1% | -4% | -2% | 2% | 9% | 3.4 | 54
CS/C(=C\C(=O)c1ccco1)Nc1ccccc1Cl | -0.3% | -1% | · | 0.1% | -4% | -4% | -2% | 6% | 1.3 | 48
CC(C)CCNC(=O)c1cccc(C(=O)NCCC(C)C)c1 | 2.6% | 0% | 3.1% | -0.8% | -3% | 9% | 0% | 6% | -3.5 | 87
CCn1c(=O)cc(OCC(=O)N2CCN(c3ccc(F)cc3)CC2)c2ccccc21 | 0.0% | -3% | 1.6% | -0.1% | 1% | 6% | -1% | 23% | 2.4 | 87
Cc1cc(C)c(S(=O)(=O)NCc2cccnc2)cc1C | 0.3% | 6% | 0.4% | 1.0% | 2% | 6% | 0% | 11% | -0.5 | 65
COc1cccc(NC(=O)CSc2nnc3ccc(-c4ccncc4)nn23)c1 | 1.7%[50 µM] | · | · | · | -3% | 0% | · | · | 0.2 | 57
COC(=O)c1ccc(OC(=O)C2CC(=O)N(c3ccc(C)cc3C)C2)cc1 (stereo unspecified) | -0.5% | 1% | 0.1% | 0.3% | -33% | -6% | -1% | 21% | 0.9 | 78
Cc1ccc(C(=O)N2CCCC(C(=O)c3ccc(Oc4ccccc4)cc3)C2)cn1 (stereo unspecified) | -2.4% | 8% | 1.4% | -1.8% | -1% | 6% | 2% | 4% | 1.1 | 55
O=C(NCCC1CCCCN1S(=O)(=O)c1cccs1)C(=O)Nc1ccc(F)cc1F (stereo unspecified) | -2.3% | · | 1.4% | · | -1% | 2% | · | 7% | -0.1 | 47
Nc1nonc1-n1nnc(C(=O)N/N=C/c2c[nH]c3ccccc23)c1-c1ccccc1 | 1.7%[50 µM] | 3% | 1.9% | -1.1% | -6% | 7% | -1% | 7% | 1.4 | 65
C=CCN1C(=O)/C(=C/c2ccc(OCC(=O)O)cc2)S/C1=N/c1nccs1 | -3.5% | 16% | 2.0% | 0.1% | -4% | -2% | 2% | 8% | 0.0 | 70
Cc1csc(=O)n1CC(=O)OCC(=O)Nc1cc(Cl)ccc1[N+](=O)[O-] | 1.4%[50 µM] | 4% | 2.9% | -0.5% | -3% | 5% | -4% | 8% | 1.9 | 50
CCOc1ccccc1C(=O)Nc1nccs1 | 1.7% | -3% | 2.9% | -0.4% | 0% | 8% | -1% | -4% | 0.2 | 67
CCOc1cc(C(=O)O)cc(Cl)c1OC | 0.5% | 1% | -0.1% | 0.0% | -1% | 6% | -4% | 11% | -0.6 | 54
CC(=Nc1ccccc1C)C1=C(O)CSC1=O | 0.6%[50 µM] | -13% | 70% | 1.5% | -1% | -1% | 1% | 19% | 1.0 | 50
COc1cc(NC(=O)c2ccc3c(c2)OCCO3)ccc1NC(=O)c1ccccc1Cl | -0.5%[50 µM] | 0% | 8.7% | -0.2% | -5% | 8% | 10% | 6% | 1.3 | 78
CCCCNC(=O)[C@H]1C[C@H]1[C@@H](O)[C@H](CO)NC(=O)[C@H](CC(C)C)NC(=O)OC(C)(C)C | 0.6% | -4% | -0.1% | 0.1% | -4% | 11% | -1% | 14% | 2.8 | 49
Cn1c(SCC(=O)c2ccc(O)c(O)c2)nnc1-c1cccs1 | 0.5% | -18% | 0.4% | -0.5% | 3% | ? | 2% | >100µM* | -1.6 | 66
CC(=O)Nc1nc2n(n1)C(c1ccccc1)C=C(c1ccccc1)N2 (stereo unspecified) | 2.2%[50 µM] | 44% | -0.3% | 0.5% | 17% | 15% | 2% | 24% | -0.6 | 49
CC(NC(=O)c1ccc2c(=O)n3c(nc2c1)CCC3)c1ccc(S(N)(=O)=O)cc1 (stereo unspecified) | 1.4%[50 µM] | · | -0.9% | · | 2% | 3% | · | 8% | 0.3 | 60
CC(=O)N1CCn2c3c(c(=O)c4cc(C)ccc42)CCC31 (stereo unspecified) | 1.4% | -2% | 2.2% | · | 45% | 11% | 3% | 12% | -0.9 | 98
O=C(Oc1ccc(C(=S)N2CCC(O)CC2)cc1)c1ccc(Cl)cc1 | 0.1% | -7% | 1.7% | 0.0% | 2% | 15% | 0% | 1% | -0.1 | 77
COc1ccc2c(Cl)c(C(=O)NN)sc2c1 | -0.8% | 8% | 3.8% | -0.7% | -5% | -4% | -1% | 5% | -0.6 | 46
Cc1ccc(S(=O)(=O)Nc2ccc(N3CCCCC3)cc2)cc1 | -0.2% | 2% | -1.9% | -1.1% | · | 13% | -5% | 10% | 2.2 | 44
O=C(Nc1nc2ccc(S(=O)(=O)N3CCCC3)cc2s1)C1CCCCC1 | 5.1% | 4% | 2.5% | · | -9% | 6% | -2% | -1% | 7.4 | 52
CNC(=O)c1ccc(-c2ccc(Cl)c(Cl)c2)s1 | 0.4% | 4% | ? | -0.6% | -4% | 9% | 1% | 8% | 1.1 | 83
O=C(Nc1cccc(Cl)c1)c1ccc(F)c(S(=O)(=O)NCc2ccc3c(c2)OCO3)c1 | 0.8% | -1% | 15% | -1.9% | -1% | 6% | -7% | -2% | 0.3 | 64
O=C(/C=C/c1ccco1)NC(=S)N1CCCCC1 | 0.4% | -29% | 1.6% | 0.3% | -5% | 13% | 1% | 10% | 0.6 | 43
CC(C)Cn1c(S(=O)(=O)O)nc2ccccc21 | 0.0% | 5% | -0.2% | 0.0% | -9% | 15% | -4% | 23% | 0.9 | 59
CCc1nc2cc(C)nn2c2nc3ccccc3n12 | 0.1% | 5% | -1.2% | 0.3% | -5% | 17% | -2% | 15% | -1.1 | 39
CNS(=O)(=O)c1cccc(C(=O)OCC(=O)N2CCCC2)c1 | 0.1% | 8% | 0.3% | 0.3% | 2% | -2% | -2% | -2% | 1.0 | 48
COCCN=C1N[C@@H](c2ccccc2)C(C(=O)OC)=C(C)N1Cc1ccccc1 | 0.1% | -11% | 4.3% | -0.8% | -1% | 6% | 4% | 20% | 0.8 | 63
CN(C)C(=O)C(NC(=O)c1ccccc1)=C(Cl)Cl | -0.2% | -7% | 2.9% | 0.1% | 2% | 6% | 0% | 11% | -1.2 | 40
O=C(CCc1nc2ccccc2c(=O)[nH]1)NCc1ccccn1 | 0.3% | -3% | -1.6% | -0.7% | 7% | 12% | 1% | 1% | -0.1 | 61
CCCCC(NC(=O)Cc1c(C)c2cc3c4c(oc3cc2oc1=O)CCCC4)C(=O)O (stereo unspecified) | -1.5%[50 µM] | 26% | 1.9% | -0.1% | 4% | · | -1% | 14% | 1.6 | 67
COc1ccccc1NS(=O)(=O)c1cccc(C(=O)N/N=C/c2c(CO)cnc(C)c2O)c1 | -0.4%[50 µM] | · | 3.6% | · | -15% | 2% | · | · | 0.3 | 79
Cc1cc(=O)oc2cc(Oc3ncccc3[N+](=O)[O-])ccc12 | -0.6% | 36% | -0.8% | 0.3% | 2% | 12% | 3% | 7% | 0.0 | 30
O=C(CCNS(=O)(=O)c1ccc(Br)s1)Nc1ccc(Cl)cc1 | 5.4% | -3% | 12% | -0.8% | -4% | 2% | 3% | 5% | 1.8 | 48
CC(C)=NNc1nc(-c2ccc([N+](=O)[O-])cc2)cs1 | 0.0% | 9% | ? | -0.7% | 0% | -1% | 6% | 12% | 1.3 | 56
CCc1ccc2c(c1)C(=O)C(=O)N2CC(=O)Nc1ccc(NC(=O)c2ccccn2)cc1 | 0.1% | 15% | 1.5% | -0.4% | -4% | -2% | 11% | 27% | 9.8 | 77

Entries of single compounds, looked up by structure:
Results for `O=C(Nc1nc2ccc(S(=O)(=O)N3CCCC3)cc2s1)C1CCCCC1` : UTI89 phage lysis: 5.1%; AID2073: 4%; RSV antiviral HEp-2: 2.5%; West Nile virus CPE: ·; Dengue-2 NS5 capping: -9%; MgcRacGAP inhibition: 6%; SIAH1 antagonists: -2%; Large T inhibition: -1%; NTR1 agonist: 7.4; NTR1 agonist cell count 20 µM: 52
Results for `Cn1c(SCC(=O)c2ccc(O)c(O)c2)nnc1-c1cccs1` : UTI89 phage lysis: 0.5%; AID2073: -18%; RSV antiviral HEp-2: 0.4%; West Nile virus CPE: -0.5%; Dengue-2 NS5 capping: 3%; MgcRacGAP inhibition: ?; SIAH1 antagonists: 2%; Large T inhibition: >100µM*; NTR1 agonist: -1.6; NTR1 agonist cell count 20 µM: 66

Looked up above:
SIAH1 antagonists, COc1cc(/C=N/NS(=O)(=O)c2ccccc2)c(OC)c(OC)c1 is entered as -2%
AID2073, CCN(c1ccccc1)S(=O)(=O)c1ccc(Cl)c(NC(=O)COC(=O)c2ccc[n+]([O-])c2)c1 is entered as 17%

Bioassay records from PubChem BioAssay.

Compounds as they come; overall some 1.6% were active at least once.
